GPR7 antag: antagonists of human GPR7 (neuropeptides B/W receptor 1); hit rate 1.1% among 290,000; P48145; inhibition, % at 4.4 µM; AID 1861; GPR7-expressing cells, fluorescence antagonist assay; in the data active = inhibition above about 16%, passing the limit was not always enough;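 note: cells stimulated with the agonist NPW; 0% = agonist with vehicle and 100% = vehicle without agonist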
Target sequence (P48145 whole entry, looked up): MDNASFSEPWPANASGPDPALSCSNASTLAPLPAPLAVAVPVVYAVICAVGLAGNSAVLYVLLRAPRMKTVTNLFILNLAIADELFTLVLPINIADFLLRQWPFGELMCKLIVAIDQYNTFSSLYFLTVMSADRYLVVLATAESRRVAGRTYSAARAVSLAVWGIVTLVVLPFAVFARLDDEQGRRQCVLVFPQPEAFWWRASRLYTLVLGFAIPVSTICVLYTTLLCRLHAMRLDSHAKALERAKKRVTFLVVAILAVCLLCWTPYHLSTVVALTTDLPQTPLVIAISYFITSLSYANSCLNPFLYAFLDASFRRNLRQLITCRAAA
IMP-1 inhibitor: inhibitors of Pseudomonas aeruginosa IMP-1 metallo-beta-lactamase; inhibition, % at 5.6 µM; purified IMP-1, nitrocefin hydrolysis, epi-absorbance fluorescence; hit rate 0.45% among 290,000;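 active = inhibition above the mean plus 3 SD of all compounds in the same screening run, cut at about 4.5% in these data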;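 note: 0% = IMP-1 with DMSO and 100% = DMSO wells lacking enzyme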
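system = purified recombinant IMP-1 beta-lactamase | amount = 0.2 nM IMP-1, as dispensed | medium = HEPES buffer pH 7.1 with ZnSO4 and Brij 35 | times = 25 °C, 15 min preincubation, 25 min reaction | detection = plate fluorescence quenching by hydrolysis product, ex 480/em 530 nm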
PHOSPHO1 block: blocks human PHOSPHO1 phosphatase activity; recombinant PHOSPHO1, absorbance phosphatase assay; hit rate 1.1% among 290,000; inhibition, % at 13.3 µM; Q8TCT1; in the data active = inhibition above about 60%
Target sequence (Q8TCT1 whole entry, looked up): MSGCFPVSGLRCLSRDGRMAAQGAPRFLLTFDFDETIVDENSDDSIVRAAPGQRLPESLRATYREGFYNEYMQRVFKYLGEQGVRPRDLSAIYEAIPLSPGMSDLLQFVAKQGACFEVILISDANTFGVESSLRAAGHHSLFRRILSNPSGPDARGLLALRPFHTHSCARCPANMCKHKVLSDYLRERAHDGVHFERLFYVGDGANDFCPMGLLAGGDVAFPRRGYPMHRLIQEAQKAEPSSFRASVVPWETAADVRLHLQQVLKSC
p-CIP stab down: compounds decreasing mouse p/CIP protein stability; Q05BA5; F442A p/CIP-EGFP cells, EGFP fluorescence, 16 h; decrease of EGFP signal, % at 10 µM; hit rate 0.01% among 290,000;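 active = EGFP signal decrease of at least 30% at 10 µM or well 3 SD below plate mean, unless failing retest; inactive = the rest, including hits failing retest or dose response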; note: some compounds called inactive have numbers as strong as hits; many of its hits are not listed in these tables
IDE cell activ: IDE (human) activation, cell-based | hit rate 0.073% among 340,000 | HEK cells, FAbeta-B cleavage, fluorescence polarization; 0% vehicle, 100% cell-free pure enzyme wells | AID 493087 | P14735 | activation, % at 5.96 µM;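 active = activation above the mean of all tested compounds plus 3 SD, set per screening campaign, cut at about 17% in these data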
PfM18AAP inh: blocks P. falciparum M18 aspartyl aminopeptidase; recombinant PfM18AAP, H-Glu-NHMec fluorogenic cleavage; AID 1822; inhibition, % at 7.35 µM; hit rate 1.2% among 290,000;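 active = inhibition above the campaign mean inhibition over all tested compounds plus 3 SD, cut at about 28% in these data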;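 note: 0% = plate median of test compound wells and 100% = 2 mM ZnCl2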
VIM-2 inhibitor: inhibitors of Pseudomonas aeruginosa VIM-2 metallo-beta-lactamase; AID 1527; hit rate 0.89% among 290,000; purified VIM-2, nitrocefin hydrolysis, epi-absorbance fluorescence; inhibition, % at 5.6 µM;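 active = inhibition above the mean of all tested compounds plus 3 SD, cutoff set per screening run, cut at about 7.5% in these data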;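 note: red hydrolysis product quenches plate fluorescence so inhibitors raise well fluorescence; 0% = enzyme with DMSO and 100% = DMSO without enzyme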
NALP1 yeast inh: blocks the NALP1 inflammasome reconstituted in yeast | S. cerevisiae NALP1/ASC/caspase-1 growth, X-gal OD620, 72 h | AID 2071 | hit rate 0.61% among 280,000 | inhibition, % at 10 µM; in the data active = inhibition mostly above about 24%, no sharp cut-off; inactive = mostly below about 32%; note: some compounds called inactive have numbers as strong as hits
IDE inh: inhibitors of human insulin-degrading enzyme in cells | P14735 | HEK cells, FAbetaB cleavage, fluorescence polarization | inhibition, % at 5.59 µM | hit rate 0.41% among 320,000;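 active = percent inhibition above the average of all tested compounds plus 3 SD, set per screening campaign, cut at about 16% in these data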;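 note: IDE supplied by intact live HEK cells; FP after avidin binding of uncleaved biotin substrate so inhibition keeps polarization high; 0% = DMSO wells and 100% = 60 µM reference IDE inhibitor Ii1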
Numbers without * were called inactive; · = not tested or not shown. This is a subset. The share of hits here may be higher or lower than overall.

SMILES | GPR7 antag | IMP-1 inhibitor | PHOSPHO1 block | p-CIP stab down | IDE cell activ | PfM18AAP inh | VIM-2 inhibitor | NALP1 yeast inh | IDE inh
COC(=O)C1=Nc2ccccc2/C1=C\c1c(O)n(-c2ccc(Br)cc2)c(=O)[nH]c1=O | -10 | -2.3 | -18 | -20 | 1 | -2 | 0.6 | 8 | 6
O=S1(=O)CCN(CCc2c[nH]c3ccccc23)CC1 | 1 | -1.5 | -45 | -2 | 4 | 2 | -2.5 | -3 | 0
CCOc1cccc(N2C(=O)/C(=C/c3ccco3)C(=O)NC2=S)c1 | 2 | 3.1 | · | -11 | 4 | 7 | -1.2 | -11 | -1
Cc1ccc(C)c(-n2c(C)nc3ccccc3c2=O)c1 | -12 | -3.3 | 4 | -2 | · | -2 | -2.1 | 10 | 4
CCCCn1c(O)c(C=NCCCN(CC)CC)c(=O)[nH]c1=O | -4 | -0.6 | -10 | -19 | -1 | -6 | -2.7 | 6 | 1
COc1cccc(N2C(=O)NC(=O)/C(=C\c3ccc([N+](=O)[O-])s3)C2=O)c1 | -4 | 0.3 | -60 | -15 | · | 9 | 0.7 | -4 | ·
Cc1cccc(N2C(=O)NC(=O)C3(Cc4cc(C)ccc4N(C)C3)C2=O)c1 (stereo unspecified) | 0 | -3.9 | 0 | -14 | 5 | 11 | -2.4 | -16 | 2
N=Cc1c(O)n(-c2cccc(Cl)c2)c(=O)[nH]c1=O | 5 | 1.0 | -14 | -5 | 1 | 17 | -1.7 | 32 | 6
CN(C)C(=O)Oc1ccc(C(=O)c2ccccc2)cc1 | -8 | -3.4 | -38 | -5 | 2 | 1 | -6.3 | 6 | 3
CN1CCN(Cc2cc3c(cc2[N+](=O)[O-])OCO3)CC1 | -21 | -1.8 | · | -10 | 1 | 26 | 0.1 | -43 | 2
COc1ccc(CN2CCCC(C(=O)c3cccc(Cl)c3)C2)cc1 (stereo unspecified) | -2 | -2.5 | 25 | -3 | -3 | 3 | -1.9 | -85 | -1
CNS(=O)(=O)c1ccc(N=Cc2c(O)n(-c3ccccc3)c(=O)[nH]c2=O)cc1 | 2 | -2.3 | -5 | -79 | 0 | 9 | -4.3 | -12 | 3
Cc1cc(OCC(=O)NCC(O)c2ccccc2)c2c3c(c(=O)oc2c1)CCC3 (stereo unspecified) | -8 | -2.2 | 44 | 5 | 1 | -5 | 5.6 | 16 | 2
Cc1cc(/C=C2\C(=O)NC(=O)N(c3ccc(Cl)cc3)C2=O)c(C)n1-c1sc2c(c1C#N)CCCC2 | -4 | 5.3* | 4 | -6 | -3 | 17 | 1.3 | 16 | 4
CCOC(=O)C1=CC(=C2C(=O)N(CC)C(=S)N(CC)C2=O)c2ccccc2O1 | -11 | 6.2* | -18 | -12 | · | 0 | -1.7 | -6 | -2
O=c1c2ccccc2nc(/C=C/c2ccc(O)c(O)c2)n1-c1ccccc1 | -3 | -3.2 | 24 | -26 | -128 | 63* | -0.2 | -9 | 170*
CC1(C)NCCN2C(=O)CSC21 (stereo unspecified) | -9 | -3.4 | -9 | -10 | 3 | -8 | -2.1 | 0 | 5
CN1C(=O)C(=Cc2ccc(OCCN(C)c3ccccn3)cc2)C(=O)N(C)C1=O | -3 | -0.9 | 49 | -4 | -3 | -5 | 0.9 | 2 | 0
Oc1cc2c(cc1CN1CCN(c3ccccc3)CC1)CCC2 | -8 | -3.1 | · | · | 6 | 3 | -3.5 | · | -2
O=C(O)CCn1cc(C=C2C(=O)NC(=S)NC2=O)c(-c2cc3ccccc3oc2=O)n1 | -12 | -1.9 | 28 | -5 | -4 | 1 | -1.7 | -4 | ·
Cc1ccc(C)c(OCc2cc(C(=O)N3C[C@H]4C[C@@H](C3)c3cccc(=O)n3C4)no2)c1 | 1 | 0.2 | 38 | 0 | 2 | 0 | -2.7 | 3 | 4
O=C(c1cc([N+](=O)[O-])ccc1N1CCNCC1)N1CCOCC1 | -4 | -2.5 | 14 | -10 | 2 | 1 | -2.9 | 27 | -4
COc1ccc(NC(=O)CN2C3CCC2CC(O)(c2cccnc2)C3)cc1OC (stereo unspecified) | -7 | -3.2 | -1 | -7 | -1 | -1 | 0.2 | 10 | 4
Cc1cccc(N2C(=O)NC(=O)/C(=C\c3cnc(-c4ccccc4)nc3)C2=O)c1 | -9 | -3.1 | -24 | 1 | 1 | 6 | -0.4 | -1 | 6
CCOP(=S)(NN(Cc1ccccc1)C(=O)c1ccccc1)OCC | 4 | -1.4 | 6 | -6 | -2 | -1 | -0.6 | 37 | -2

Some of these compounds in order of length of the SMILES, rising:
SMILES | GPR7 antag | IMP-1 inhibitor | PHOSPHO1 block | p-CIP stab down | IDE cell activ | PfM18AAP inh | VIM-2 inhibitor | NALP1 yeast inh | IDE inh
Cc1ccc(C)c(-n2c(C)nc3ccccc3c2=O)c1 | -12 | -3.3 | 4 | -2 | · | -2 | -2.1 | 10 | 4
Oc1cc2c(cc1CN1CCN(c3ccccc3)CC1)CCC2 | -8 | -3.1 | · | · | 6 | 3 | -3.5 | · | -2
CCOP(=S)(NN(Cc1ccccc1)C(=O)c1ccccc1)OCC | 4 | -1.4 | 6 | -6 | -2 | -1 | -0.6 | 37 | -2
CCOc1cccc(N2C(=O)/C(=C/c3ccco3)C(=O)NC2=S)c1 | 2 | 3.1 | · | -11 | 4 | 7 | -1.2 | -11 | -1
COc1ccc(NC(=O)CN2C3CCC2CC(O)(c2cccnc2)C3)cc1OC (stereo unspecified) | -7 | -3.2 | -1 | -7 | -1 | -1 | 0.2 | 10 | 4
Cc1cccc(N2C(=O)NC(=O)C3(Cc4cc(C)ccc4N(C)C3)C2=O)c1 (stereo unspecified) | 0 | -3.9 | 0 | -14 | 5 | 11 | -2.4 | -16 | 2
Cc1cccc(N2C(=O)NC(=O)/C(=C\c3cnc(-c4ccccc4)nc3)C2=O)c1 | -9 | -3.1 | -24 | 1 | 1 | 6 | -0.4 | -1 | 6
COc1cccc(N2C(=O)NC(=O)/C(=C\c3ccc([N+](=O)[O-])s3)C2=O)c1 | -4 | 0.3 | -60 | -15 | · | 9 | 0.7 | -4 | ·
Cc1ccc(C)c(OCc2cc(C(=O)N3C[C@H]4C[C@@H](C3)c3cccc(=O)n3C4)no2)c1 | 1 | 0.2 | 38 | 0 | 2 | 0 | -2.7 | 3 | 4

Other results.
SMILES | GPR7 antag | IMP-1 inhibitor | PHOSPHO1 block | p-CIP stab down | IDE cell activ | PfM18AAP inh | VIM-2 inhibitor | NALP1 yeast inh | IDE inh
CCn1c(=O)n(CC(=O)N2CCC3(CC2)OCCO3)c(=O)c2ccccc21 | -12 | -2.7 | -11 | -14 | 5 | 1 | -6.8 | 5 | 1
COc1ccc(Br)cc1CNCCc1cccc(Cl)c1 | 36* | -1.4 | 14 | 0 | 1 | -8 | -2.6 | 21 | -1
CN1CCN(c2ccc([N+](=O)[O-])c(N3CCCCC3)c2)CC1 | -6 | -3.7 | -11 | -11 | 1 | 0 | -2.4 | 12 | -1
COc1ccc(S(=O)(=O)NC(CC(=O)N2CCC3(CC2)OCCO3)c2ccco2)cc1 (stereo unspecified) | -9 | -2.8 | -3 | 0 | -4 | 8 | -1.8 | -3 | 2
CC(=O)Cc1ccc(OC(C)C)cc1 | -10 | -2.2 | 28 | -18 | 2 | 3 | -3.0 | 4 | -2
O=[N+]([O-])c1ccc(N2CCCC2)c(F)c1Br | 8 | -2.7 | -5 | 15 | -2 | 13 | 4.4 | 23 | 1
O=C(c1ccc2c(c1)N(Cc1ccc(F)cc1)CCS2)N1CCC2(CC1)OCCO2 | 5 | -2.0 | 12 | 1 | 1 | 7 | -1.8 | 13 | 4
O=C(CNC(=O)OCc1ccccc1)NCC(=O)Nc1ccc(Br)cc1C(=O)c1ccccc1 | 0 | -1.5 | -4 | 5 | 6 | -2 | -0.4 | 16 | 6
CCCCCn1c(N)c(C(=O)NCc2cccs2)c2nc3ccccc3nc21 | 9 | -1.1 | -3 | -8 | · | 11 | -1.9 | 10 | 4
N#CC1=C(N)Oc2cc(O)ccc2C1c1ccc2c(c1)OCO2 (stereo unspecified) | -7 | -2.7 | 46 | -9 | · | 18 | -1.2 | 8 | -3
CSC1=NP(=S)(SC)N2CCCC2=C1C#N (stereo unspecified) | -11 | -1.3 | 33 | 0 | 6 | 4 | -3.4 | -6 | -1
O=C(Nc1ccccc1)N1CC2CC(C1)c1cccc(=O)n1C2 (stereo unspecified) | -12 | -2.3 | 56 | 0 | -1 | 1 | -3.0 | 5 | 0
COc1cc2c(cc1OC)-c1c(OC)c(OC)c(OC)c3ccnc(c13)C2=O | 3 | -4.2 | -11 | -18 | · | 10 | 9.4* | 18 | 2
Cc1ccc(C(=O)NC2CC3CCC(C2)N3)cc1 (stereo unspecified) | -4 | -1.1 | 2 | 4 | -2 | -1 | -0.6 | -6 | 2
COc1ccc2c(c1)c(CCN)c(C)n2Cc1ccccc1 | 1 | -1.7 | -12 | -13 | 6 | -15 | -0.1 | 33 | 0
O=C(c1csc2c1CCCCC2)N1CCC2(CC1)OCCO2 | 8 | -1.0 | 11 | 8 | -2 | -9 | -1.1 | 19 | 1
COc1ccc2c(c1OC)CN1CCc3cc4c(cc3C1C2)OCO4 (stereo unspecified) | -13 | -0.9 | 9 | -10 | 0 | 13 | -1.8 | 20 | 4
CC(C)c1ccc(N2C(=O)NC(=O)/C(=C\C=C\c3ccco3)C2=O)cc1 | -14 | -2.5 | -8 | -45 | · | 24 | -0.5 | -12 | 11
Cc1cc(/C=C2\C(=O)NC(=O)N(Cc3ccccc3)C2=O)c(C)n1-c1ccc(Cl)c(C(=O)O)c1 | -13 | -0.4 | -12 | -10 | 1 | 10 | 0.9 | 3 | 9
O=C(CCCn1c(=O)[nH]c2cc(Cl)ccc2c1=O)N1CCC2(CC1)OCCO2 | 9 | 0.2 | -3 | 4 | 2 | -3 | -0.6 | 28 | -1
O=C(c1cccs1)c1cn(Cc2ccccc2Cl)c2ccccc12 | -1 | 1.3 | 13 | -9 | -3 | 6 | -2.1 | 2 | -2
Cc1ccc(N2C(=O)NC(=O)/C(=C\c3cccn3C(C)(C)C)C2=O)cc1 | 3 | -0.3 | 60* | -8 | -6 | -12 | 0.9 | 19 | 0
CC12CN3CCN(C1)CC(C)(C3)C2=NO | -2 | -5.0 | 2 | -7 | -1 | 1 | -2.5 | 16 | 4
COc1cc(/C=C2\C(=O)NC(=O)N(c3ccccc3)C2=O)cc(OC)c1OC | 0 | -3.5 | -15 | -4 | -3 | 3 | -2.5 | 3 | 4
CN1CSC(=S)N(C)C1 | -3 | 0.2 | -70 | 0 | 1 | -10 | 1.9 | -4 | 0
CC(C)(C)P(=O)(N1CCOCC1)N1CCOCC1 | -13 | -2.4 | 20 | 0 | 3 | 0 | -0.9 | -18 | 0
Cc1ccc(S(=O)(=O)NC(Cc2cnc[nH]2)C(=O)O)cc1 (stereo unspecified) | -11 | -4.1 | -9 | -18 | 3 | 1 | -3.9 | 20 | 4
CCCNC(=O)Cn1cnc2sc(C(=O)N3CCC4(CC3)OCCO4)c(C)c2c1=O | -12 | -1.9 | 44 | 0 | 0 | 2 | -4.4 | 14 | 2
CC(=NCCCN1CCCCC1)c1c(O)n(Cc2ccccc2)c(=O)[nH]c1=O | -18 | 0.1 | -12 | -5 | 3 | 3 | -0.9 | -2 | 0

Screening data: PubChem BioAssay, several laboratories
